Source: PubChem BioAssay (Broad Institute)
ERAP1 HTS inh – ERAP1 (human) enzyme inhibition; inhibition, % at 10.7 µM; AID 652197; 340,000 compounds, 0.15% hits; recombinant ERAP1, Leu-AMC fluorescence, 60 min;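 active = mean replicate inhibition of at least 30%, or all replicates individually reaching that 30% level; inactive = mean below 30% and not every replicate reaching it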;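 note: 0% = neutral control wells and 100% = L-leucinethiol positive control wells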
Xi reactivation – reactivates the inactive X chromosome in mouse fibroblasts; 360,000 compounds, 0.055% hits; XiGFP mouse fibroblasts, % GFP-positive cells imaging, 3 d; cells co-treated with 5-aza-dC sensitizer; scaled so ellipticine positive control = 100%; activation, % at 7.58 µM;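 active = mean normalized replicate activation at least 10% and every replicate at or above 10%; inconclusive = only one of the two criteria met; inactive = mean below 10% and not all replicates reach 10%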;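 note: 0% = median of on-plate neutral control wells and 100% = ellipticine 6 µM median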
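System: SV40-immortalized XiGFP fibroblast cells, line 68-5-11 / Incubation: 3-day compound exposure, then 15 min fixation at room temperature / Compound: single concentration per compound, delivered by pin transfer / Buffer or medium: DMEM plus 5-aza-dC sensitizer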
INS-1E GSIS act – GLuc luminescence reporter in INS-1E cells, primary screen for activators of glucose-dependent secretion of insulin | 370,000 compounds, 0.61% hits | INS-1E GLuc reporter insulin secretion, 2-3 h | activation, % at 16.6 µM;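 active = lowest replicate activation of at least 40%, so every replicate reaches that level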;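 note: 0% = median of neutral control wells and 100% = median of IBMX positive control wells; some compounds called inactive have numbers as strong as hits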
RAD54 inh – RAD54 (human) branch migration inhibition | RAD54 Holliday junction branch migration, FAM/BHQ fluorescence | AID 602329 | inhibition, % at 10.4 µM | 360,000 compounds, 0.14% hits;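 active = mean normalized replicate activity at least 40 and at least half of replicates scoring 40 or more; inconclusive = only one of the two criteria met; inactive = mean below 40 and under half of replicates reaching 40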;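 note: 0% = median of neutral control wells and 100% = median of positive control wells; inhibitors cause a drop in the FAM fluorescence signal; in these data hits start at about 50%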
Target sequence (Q92698 whole entry, looked up): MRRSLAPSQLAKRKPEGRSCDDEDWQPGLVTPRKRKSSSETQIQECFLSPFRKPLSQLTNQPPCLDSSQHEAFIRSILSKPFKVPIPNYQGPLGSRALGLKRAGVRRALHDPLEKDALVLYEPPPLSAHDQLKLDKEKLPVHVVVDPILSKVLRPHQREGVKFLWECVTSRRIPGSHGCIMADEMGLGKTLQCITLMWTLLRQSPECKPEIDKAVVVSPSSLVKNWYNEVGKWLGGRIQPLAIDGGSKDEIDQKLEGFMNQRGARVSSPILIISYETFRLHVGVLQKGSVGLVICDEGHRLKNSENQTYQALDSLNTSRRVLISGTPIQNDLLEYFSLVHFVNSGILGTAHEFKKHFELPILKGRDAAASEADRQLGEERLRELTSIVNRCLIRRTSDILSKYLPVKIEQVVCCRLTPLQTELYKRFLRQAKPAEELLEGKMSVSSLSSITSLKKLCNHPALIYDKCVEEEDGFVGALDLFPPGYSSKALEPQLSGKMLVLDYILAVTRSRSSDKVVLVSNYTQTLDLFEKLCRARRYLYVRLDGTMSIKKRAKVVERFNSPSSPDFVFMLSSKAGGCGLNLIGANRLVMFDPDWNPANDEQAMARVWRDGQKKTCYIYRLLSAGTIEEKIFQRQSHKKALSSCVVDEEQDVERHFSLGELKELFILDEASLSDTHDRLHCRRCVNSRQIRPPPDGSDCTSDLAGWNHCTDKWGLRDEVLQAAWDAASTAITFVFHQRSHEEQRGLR
CFTR F508del cor – CFTR F508del correction in bronchial cells; CFBE cells, YFP halide quenching; stimulated with forskolin plus potentiator P3; % fluorescence drop versus neutral controls; activity (quench increase), % at 7.58 µM; 350,000 compounds, 0.36% hits;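 active = mean added fluorescence quench of at least 8% versus neutral control, with both replicates also reaching 8%; inconclusive = only one of the mean or replicate conditions met; inactive = mean below 8% and not both replicates reaching 8%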;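 note: cells transiently co-express mutant CFTR-F508del with the halide-sensitive YFP; corrector assay measuring rescue of mutant channel to the surface after 24 h compound exposure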
RAD52 inh – blocks human RAD52 DNA annealing | P43351 | recombinant RAD52 DNA annealing, FRET fluorescence | inhibition, % at 18.7 µM | 360,000 compounds, 0.46% hits | AID 651710;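 active = every replicate showing at least 50% inhibition; inconclusive = mean inhibition at least 50% but not in every replicate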
esBAF inh – inhibitors of esBAF chromatin remodeling in mouse ES cells; Bmi1-luciferase knock-in reporter, 24 h; 100% = twice the neutral-well signal; reporter increase, % at 12.5 µM; 350,000 compounds, 2% hits; in the data active = activation above about 40%; inconclusive = no clear call, values can overlap the other calls;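 note: 0% = median of the plate's neutral control wells and 100% = double that signal; a rise in the Bmi1 reporter signal indicates esBAF inhibition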
ARNT TACC3 PPI – ARNT/TACC3 interaction disruption | inhibition, % at 9.99 µM | 390,000 compounds, 0.66% hits | AID 623870 | AlphaScreen His-ARNT PAS-B/GST-TACC3 binding, luminescence; TACC3 fragment carries E629A point mutation | Q9Y6A5;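 active = mean inhibition of replicates at least 50% and at least half of replicates each reaching 50%; inconclusive = half or more replicates reach 50% but mean below 50%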;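 note: 0% = complete ARNT plus TACC3 wells and 100% = ARNT alone without TACC3; many hits fall short of the cut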
Numbers without * were called inactive; ? = inconclusive; nt = no result given.

Molecule	esBAF inh	CFTR F508del cor	INS-1E GSIS act	RAD54 inh	ERAP1 HTS inh	ARNT TACC3 PPI	RAD52 inh	Xi reactivation
CCC(=O)N1CC[C@@H]2[C@H]1c1cc(-c3ccccc3)ccc1N[C@@H]2CO	-3	-4.0	-2	-18	nt	-5	-2	0.0
CNC(=O)C[C@H]1CC[C@@H]2[C@H](COc3ccc(NC(=O)Nc4ccc(Cl)cc4)cc3C(=O)N2C)O1	3	-1.6	-18	2	-1	2	-7	0.0
CNc1nc(SC(C)C(=O)Nc2ccc(Cl)c(Cl)c2)nc(N2CCOCC2)n1 (configuration not stated)	-7	-0.4	-2	9	2	-4	-5	0.0
CC1CC(C)CN(C(=O)CCc2nnc3ccc(N4CCCCC4)nn23)C1 (configuration not stated)	5	2.6	1	12	0	3	-7	0.0
O=C(C[C@H]1C=C[C@H](NS(=O)(=O)c2ccc(F)cc2)[C@@H](CO)O1)NC1CCCCC1	2	-0.3	4	2	6	2	1	0.0
O=C(NCc1cccs1)c1cc(-c2cccs2)on1	?	nt	28	8	0	1	-11	nt
c1ccc(-c2cn3c(n2)-c2ccccc2C3)cc1	nt	-3.8	4	2	-1	8	-13	1.2
C[C@H](CO)N1C[C@H](C)[C@@H](CN(C)S(=O)(=O)c2ccc(F)cc2)OCCCC[C@H](C)Oc2ccc(NC(=O)Nc3ccc(C(F)(F)F)cc3)cc2C1=O	-3	7.2	0	-2	-2	16	6	0.1
COc1ccc([C@@H]2[C@@H]3C(=O)N(C(C)(C)C)C(=O)[C@@H]3[C@]3(C)C(=O)N(c4cccc(F)c4)C(=O)N23)cc1	8	2.5	-8	-3	0	0	-17	0.1
CC(C)n1cc(CN2CCC(Oc3ccc(C(=O)N4CCCC4)cc3)CC2)cn1	-3	1.3	29	4	-6	-4	-8	-0.1
CCCOC(=O)C(C)n1c(-c2ccccc2)nc2ccccc2c1=O (configuration not stated)	-4	nt	3	-1	nt	-6	nt	nt
CNC[C@@H]1Oc2c(NC(=O)c3ccncc3)cccc2C(=O)N([C@@H](C)CO)C[C@H]1C	-1	-0.4	4	-3	3	-7	11	0.2
O=C(C[C@@H]1C=C[C@@H](NC(=O)Nc2cccc(F)c2)[C@@H](CO)O1)NCC1CC1	0	-0.4	16	3	-1	-2	-4	0.2
C[C@@H]1CN([C@@H](C)CO)C(=O)c2cc(NS(C)(=O)=O)ccc2O[C@@H](C)CCCCO[C@@H]1CN(C)S(=O)(=O)c1ccccc1	8	0.3	6	6	0	-1	-4	-0.1
Cc1cc(N=Nc2ccc(C)c(N=Nc3cc(C)c(N)cc3N)c2)c(N)cc1N	-32	2.9	-9	101*	0	29	80*	0.2
CC(C)NC(=O)c1ccccc1NC(=O)C(C)Oc1ccccc1 (configuration not stated)	1	-1.1	-7	-2	-3	2	-4	0.1
O=C(Oc1c(CN2CCOCC2)cc(Cl)c2cccnc12)c1ccccc1Cl	10	-2.3	-12	-11	-1	71*	-22	0.7
CCOC(=O)C1(Cc2ccccc2C(F)(F)F)CCN(C(C)CCn2cccn2)CC1 (configuration not stated)	nt	2.3	-22	nt	-3	2	-13	0.0
O=C(C[C@H]1CC[C@H]2[C@@H](COC[C@H](O)CN2C(=O)C2CCOCC2)O1)NCc1ccncc1	3	1.2	1	-6	0	5	-60	0.0
COc1ccc([C@H]2/C=C\CN(S(=O)(=O)c3ccc(C)cc3)[C@@H](C)C(=O)N2Cc2ccc(F)cc2)cc1	-19	-0.3	-6	-1	nt	-1	-27	0.1
COc1cc(C(=O)NNC(=O)c2ccco2)cc(OC)c1OC	-1	1.6	2	12	-1	-1	1	0.0
CO[C@H]1CN(C)C(=O)c2cc(NC(=O)C3CCCC3)ccc2OC[C@H](C)N(C)C[C@@H]1C	-4	-1.7	6	5	0	-19	4	0.3
COc1cc(NC(=S)NC(=O)c2ccccc2F)ccc1NC(=O)c1cccs1	5	1.7	10	3	nt	1	-5	0.4
C[C@H](CO)N1C[C@H](C)[C@H](CN(C)Cc2ccc(C(=O)O)cc2)OCCCC[C@H](C)Oc2ccc(NS(=O)(=O)c3ccc(F)cc3)cc2C1=O	2	-0.8	1	-2	-2	-5	3	-1.2
O=c1[nH]cc(C=NNc2ccccc2)c(=O)[nH]1	2	2.5	11	3	3	nt	-22	-0.1
CCn1cc(CN2CCCC(C(=O)Nc3ccc(-c4cscn4)cc3)C2)c(C)n1 (configuration not stated)	-5	0.4	3	7	-5	0	-2	0.0
CCOC(=O)Cn1c(=O)oc2cc(S(=O)(=O)N(C)Cc3ccco3)ccc21	-2	-0.8	7	3	0	-12	-32	0.3
CCc1cccc(NC(=S)N(CCCOC(C)C)C2CCN(C(C)=O)CC2)c1	0	1.8	-4	-3	-5	-5	5	0.1
CC(C)C#Cc1ccc2c(c1)O[C@H](CN(C)C(=O)C1CCCCC1)[C@@H](C)CN([C@@H](C)CO)S2(=O)=O	2	-1.4	-11	nt	nt	nt	nt	0.6
Cc1cccn2cc(-c3ccc(Cl)cc3)nc12	nt	-2.2	6	nt	2	-11	-11	0.0
CC(=O)c1c(C)n(-c2ccc(C)cc2C)c2ccc(O)cc12	-11	4.1	10	11	0	13	-15	0.0
O=C1OC[C@@H]2CCCN2C(=O)[C@@H](CC(=O)N(CCO)Cc2ccccc2)C/C=C\C[C@H]1Cc1ccc(F)cc1	-1	2.6	-58	2	-4	nt	0	0.5
CC(=O)Nc1ccc(NC(=O)C/C(C)=N/NC(=O)c2cccc3ccccc23)cc1	-7	-0.9	-3	-15	1	18	-11	-0.1
Cc1ccn(CC(=O)N2CCCC(N3CCN(c4cccc(Cl)c4)CC3)C2)n1 (configuration not stated)	15	0.0	4	8	-4	10	-10	0.0
COc1ccc(S(=O)(=O)NCCC(=O)NCc2ccc(F)cc2)cc1	-11	nt	2	3	nt	-3	nt	nt
Cc1ccc2cc(CCNC(=O)Cc3cccs3)c(=O)[nH]c2c1	-4	-1.0	0	5	-1	-9	-10	0.4
COc1ccc(CNC(=O)N2CCN(S(=O)(=O)c3ccc(C)cc3C)CC2)cc1	3	-4.2	-40	-4	4	0	-12	0.2
O=C(C[C@@H]1C[C@H]2c3cc(NC(=O)Nc4ccc(C(F)(F)F)cc4)ccc3O[C@H]2[C@H](CO)O1)NCc1ccc(Cl)cc1	-16	3.1	-39	-8	3	1	0	0.3
CC1CCC2(CC1)NC(=S)N(C(C)(C)C)N2 (configuration not stated)	nt	3.0	-3	0	-4	-1	-9	0.0
CC(C)CNC(=S)N(CCCN(C)C)Cc1cc2cc3c(cc2[nH]c1=O)OCCO3	-2	-1.2	10	10	4	-7	7	0.0
O=C(c1cccc([N+](=O)[O-])c1)N1CCN(c2ccc(Cl)cc2)CC1	nt	nt	nt	7	2	8	5	0.8
COc1ccc(C)cc1NC(=O)C(OC(=O)c1ccc(Cl)c(S(=O)(=O)N(C)c2ccccc2)c1)c1ccccc1 (configuration not stated)	-7	9.2*	-10	6	-2	0	-34	0.1
CCOC(=O)c1c(N2C(=O)C3C4C=CC(C4)C3C2=O)sc2c1CCC(C)C2 (configuration not stated)	2	nt	-2	-4	1	-3	-7	0.0
CN(C)/C=N/C(=S)Nc1ccc(Cl)cc1Cl	nt	-2.8	-15	nt	-1	-1	-9	0.2
Cc1ccccc1CN1C(=O)c2ccccc2C1c1nnnn1C(C)C (configuration not stated)	nt	-0.8	14	nt	nt	nt	-2	0.4
Cc1ccccc1NC(=O)CCN1CCN(CCO)CC1	-5	-3.4	10	-10	12	-5	-1	0.1
Cn1c(N2CCOCC2)c(C#N)c2ccccc21	-10	-2.1	14	9	-4	10	-15	0.2
CC1C=NC(S(=O)(=O)N2CC[C@H]3[C@@H](CO)N(C)c4ccc(-c5ccccc5)cc4[C@H]32)=N1 (some centres not stated)	-1	-1.9	7	2	-4	-1	-7	0.2
O=C(CSCc1cccc(Cl)c1)OCc1nc2ccsc2c(=O)[nH]1	-1	-2.2	4	1	1	-6	-1	0.0
CC(C)NC(=O)Nc1ccc2c(c1)CC(=O)N([C@@H](C)CO)C[C@@H](C)[C@@H](CN(C)C(=O)Nc1ccc3c(c1)OCO3)O2	2	-1.0	2	2	-1	10	1	-0.3

Remaining list, next part:
Molecule	esBAF inh	CFTR F508del cor	INS-1E GSIS act	RAD54 inh	ERAP1 HTS inh	ARNT TACC3 PPI	RAD52 inh	Xi reactivation
O=C(Nc1cccc([N+](=O)[O-])c1)c1cnccn1	nt	0.8	36	-1	-2	-4	-22	0.4
Cc1cccc(NC(=O)c2ccc(COc3ccccc3)o2)n1	nt	3.3	-6	3	-1	-17	-18	0.0
COc1ccc(-c2ccc([C@@H]3[C@H](CN(C)S(C)(=O)=O)N[C@@H]3CO)cc2)cc1	nt	-1.9	3	nt	-1	nt	-13	0.6
COc1ccc(-c2c(-c3ccc(OCC(=O)NN)cc3O)n[nH]c2C)cc1	nt	3.0	3	nt	-1	-1	-13	0.0
CC(=O)N/C(=C/c1ccccc1)C(=O)NC(Cc1ccccc1)C(=O)O (configuration not stated)	nt	-2.7	7	-7	-1	-16	-14	0.0
O=C(c1cccc(-c2cccc3nccn23)c1)N1CCOCC1	2	-0.3	-9	1	0	nt	-10	0.0
CCOc1ccc(NC(=O)CCCN2C(=O)C(c3ccccc3)Oc3cccnc32)cc1 (configuration not stated)	1	1.1	2	-4	0	-3	-14	0.0
CCCN1C[C@@H](C)[C@H](OC)CN(C)C(=O)c2cc(NC(=O)c3cccc(F)c3)ccc2OC[C@@H]1C	-1	2.4	1	0	-3	0	-7	-0.3
O=S(=O)(c1ccc(F)cc1)N1CCCCN2[C@@H](CO)[C@@H](c3ccc(-c4ccccc4F)cc3)[C@@H]2C1	nt	-1.6	nt	2	2	-1	60*	nt
Nc1nc(CSC(=S)N2CCOCC2)nc(Nc2ccccc2)n1	nt	nt	24	-10	nt	6	nt	-0.1
COc1ccc([Si](C)(C)[C@@H]2[C@@H](CCO)O[C@]3(C(=O)N(Cc4ccc(N5CCCCC5=O)cc4)c4ccccc43)[C@H]2C)cc1	nt	4.3	nt	2	0	-3	18	nt
O=C(NCC1CC1)[C@@H]1[C@@H](CO)[C@@H]2Cn3c(cccc3=O)[C@H]1N2C(=O)c1ccccc1	-2	2.0	8	-2	-1	-10	-6	0.0
CC(C)n1c(=O)[nH]c(=O)n1C(C)C	nt	1.1	6	-7	-2	0	-3	-0.1
C[C@@H]1CCCCO[C@H](CN(C)C(=O)Nc2cccc3ccccc23)[C@H](C)CN([C@H](C)CO)C(=O)c2cc(NC(=O)Cc3ccccc3)ccc2O1	nt	2.6	-4	nt	-1	nt	23	0.3
Cc1ccc(F)cc1NC(=O)COC(=O)C1CCN(c2ccc(C(F)(F)F)cn2)CC1	-2	0.3	-21	7	0	-4	-22	-0.8
COc1ccc(NC(=O)C2Cc3ccccc3CN2C(=O)c2ccco2)cc1 (configuration not stated)	13	0.4	-7	17	5	3	-26	0.3
O=C(NCCc1ccccc1)c1ccc(-n2cnnn2)cc1	48*	0.4	63	nt	-1	-8	-14	nt
